Screening data from PubChem BioAssay.
SENP8 block-1: blocks the human protease SENP8. purified SENP8, Z-RLRGG-aminoluciferin cleavage, luminescence. inhibition, % at 10 µM. 330,000 compounds, 1.2% hits. Q96LD8. AID 2540; in the data active = inhibition above about 50%
UBC13 inh: blocks human UBC13 polyubiquitin chain formation; inhibition, % at 20 µM; P61088; AID 485273; TR-FRET; 330,000 compounds, 0.47% hits; in the data active = inhibition above about 45%, passing the limit was not always enough
SENP8 block-2: SENP8 (human) protease inhibition | Q96LD8 | recombinant SENP8, Nedd8 substrate fluorescence | inhibition, % at 20 µM | 360,000 compounds, 0.64% hits | AID 602440; in the data active = inhibition mostly above about 40%, no sharp cut-off; inactive = mostly below about 27%
SENP6 inh: SENP6 protease inhibition; AID 2599; Q9GZR1; inhibition, % at 10 µM; Recombinant SENP6 catalytic domain, aminoluciferin luminescence; 330,000 compounds, 1.8% hits;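 active = inhibition above about 50% at the single tested dose, limit read from the data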;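 also: plate controls were DMSO wells with enzyme for no effect and DMSO wells lacking enzyme for full effect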
Apaf-1 inh: human Apaf-1 inhibition. inhibition, % at 20 µM. O14727. reconstituted apoptosome caspase-3 activity, DEVD-Rh110 fluorescence. AID 489030. 330,000 compounds, 0.71% hits; active = inhibition of at least 40% at 20 µM;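 also: plate controls were DMSO wells for no effect and DEVD-CHO caspase inhibitor wells for full effect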
Target sequence (O14727 whole entry, looked up): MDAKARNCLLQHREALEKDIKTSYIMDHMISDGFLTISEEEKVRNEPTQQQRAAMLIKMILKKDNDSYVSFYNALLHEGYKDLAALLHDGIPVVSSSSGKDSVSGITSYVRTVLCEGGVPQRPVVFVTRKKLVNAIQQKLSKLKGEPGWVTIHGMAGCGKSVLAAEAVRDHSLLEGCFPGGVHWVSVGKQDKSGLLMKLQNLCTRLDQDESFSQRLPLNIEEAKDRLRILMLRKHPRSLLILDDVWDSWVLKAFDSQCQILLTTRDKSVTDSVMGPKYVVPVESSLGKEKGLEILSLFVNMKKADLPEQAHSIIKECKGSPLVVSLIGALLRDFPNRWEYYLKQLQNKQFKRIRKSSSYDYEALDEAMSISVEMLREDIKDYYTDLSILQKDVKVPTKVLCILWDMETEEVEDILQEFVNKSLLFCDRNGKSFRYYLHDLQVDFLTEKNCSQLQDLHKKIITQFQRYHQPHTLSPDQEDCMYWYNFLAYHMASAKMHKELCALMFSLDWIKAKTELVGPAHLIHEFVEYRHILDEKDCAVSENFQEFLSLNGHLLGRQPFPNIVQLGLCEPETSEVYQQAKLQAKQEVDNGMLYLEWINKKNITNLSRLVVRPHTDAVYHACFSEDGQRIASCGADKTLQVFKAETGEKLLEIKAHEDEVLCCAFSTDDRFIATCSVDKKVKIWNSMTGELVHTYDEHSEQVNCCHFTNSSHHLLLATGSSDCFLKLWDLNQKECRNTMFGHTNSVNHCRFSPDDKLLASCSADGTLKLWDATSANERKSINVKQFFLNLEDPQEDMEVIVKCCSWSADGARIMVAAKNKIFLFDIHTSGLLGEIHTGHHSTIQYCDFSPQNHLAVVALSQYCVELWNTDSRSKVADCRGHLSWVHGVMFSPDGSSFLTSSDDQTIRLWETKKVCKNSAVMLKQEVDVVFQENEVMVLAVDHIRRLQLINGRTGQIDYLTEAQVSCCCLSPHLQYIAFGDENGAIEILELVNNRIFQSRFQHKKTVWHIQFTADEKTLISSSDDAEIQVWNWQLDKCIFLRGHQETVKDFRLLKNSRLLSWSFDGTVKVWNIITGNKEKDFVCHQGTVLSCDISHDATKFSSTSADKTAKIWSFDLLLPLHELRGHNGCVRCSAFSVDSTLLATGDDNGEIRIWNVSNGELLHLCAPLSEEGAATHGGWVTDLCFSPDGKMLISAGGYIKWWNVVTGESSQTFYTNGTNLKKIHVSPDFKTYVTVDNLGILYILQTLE
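Medium: Hepes buffer, pH 7.5 / System: biochemical Apaf-1 apoptosome reconstitution / Measured by: Rh110 fluorescence, excitation 480 nm, emission 540 nm / Times: compound with Apaf-1, dATP, procaspase-3 30 min, then 50 min reaction, room temperature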
A3G deaminase: blocks human APOBEC3G single-stranded DNA deamination; Q9HC16; recombinant A3G, ssDNA deamination FAM/TAMRA fluorescence; inhibition, % at 20 µM; 330,000 compounds, 0.28% hits;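 active = inhibition of at least 40% at 20 µM, with no more than 30% in the related APOBEC3A deaminase screen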;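 also: plate controls were DMSO wells with A3G for no effect and wells lacking A3G enzyme for full effect; some compounds called inactive have numbers as strong as hits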
SENP7 inh: inhibitors of human SENP7 protease | recombinant SENP7, Z-RLRGG-aminoluciferin luminescence, 40 min | Q9BQF6 | inhibition, % at 5 µM | AID 434973 | 330,000 compounds, 1.5% hits;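 active = inhibition above about 50% at the single test dose, limit read from the data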;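 also: plate controls were DMSO with enzyme for no effect and no enzyme buffer wells for full effect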
SENP1 FRET inh: inhibitors of human SENP1 SUMO protease catalytic domain; Q9P0U3; recombinant SENP1 catalytic domain, CyPet-SUMO1-YPet FRET cleavage; AID 624204; 360,000 compounds, 0.21% hits; inhibition, % at 10 µM;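 active = inhibition at least 30% at 10 µM, raw YFP signal under a set limit, fluorescence ratio 0.5 to 1.5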;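 also: 0% = enzyme with DMSO and 100% = no enzyme wells; some results filed as inactive read as strong as hits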
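system = hSENP1 catalytic domain, recombinant | reagent = SFCypet-SUMO1-SFYpet substrate at 25 nM | doses = one dose per compound, 10 µM, 0.5% DMSO | incubation = enzyme reaction for 50 min at room temperature, dark | measured by = FRET, CFP and YFP emission | controls = no-enzyme low, enzyme-DMSO high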
Active calls of the source: *.

`Cc1[nH][nH]c(=O)c1C(c1ccc(O)c([N+](=O)[O-])c1)c1c(C)[nH][nH]c1=O` gave SENP8 block-1 -6, UBC13 inh -43, SENP8 block-2 36, SENP6 inh 2, Apaf-1 inh 8, A3G deaminase -7, SENP7 inh -3 and SENP1 FRET inh -5.
COc1ccccc1N(CCC#N)C(=S)Nc1ccc(S(=O)(=O)N2CCOCC2)cc1 was read as SENP8 block-1 7, UBC13 inh 6, SENP8 block-2 5, SENP6 inh -8, Apaf-1 inh 2, A3G deaminase -1, SENP7 inh 7 and SENP1 FRET inh 3.
For CN1CCC(N(C)S(=O)(=O)c2ccc(NC(=O)COc3ccc([N+](=O)[O-])cc3)cc2)CC1 the results were SENP8 block-1 10, UBC13 inh 4, SENP8 block-2 8, SENP6 inh 18, Apaf-1 inh 4, A3G deaminase 9, SENP7 inh -6 and SENP1 FRET inh 2.
O=C(COC(=O)c1ccc(N2CCCC2=O)cc1)NCc1ccco1 was read as SENP8 block-1 1, UBC13 inh -6, SENP8 block-2 8, SENP6 inh -14, Apaf-1 inh 6, A3G deaminase -8, SENP7 inh -14 and SENP1 FRET inh -1.
COc1ccccc1OCCOc1ccc(/C=C2\C(=N)N3N=C(S(C)(=O)=O)SC3=NC2=O)cc1 was read as SENP8 block-1 -3, UBC13 inh -19, SENP8 block-2 -171, SENP6 inh -21, Apaf-1 inh 14, A3G deaminase -6, SENP7 inh -5 and SENP1 FRET inh -10.
Screening CC(O)c1nc2ccccc2n1CCCCOc1ccccc1 (configuration not stated) returned SENP8 block-1 -1, UBC13 inh -6, SENP8 block-2 8, SENP6 inh -1, Apaf-1 inh 17, A3G deaminase 6, SENP7 inh 9 and SENP1 FRET inh 2.
Screening Cc1ccc(S(=O)(=O)N[C@@H](Cc2ccccc2)C(=O)N2CCC(C(=O)N[C@H](C(=O)O)C(C)O)CC2)cc1 (some centres not stated) returned SENP8 block-1 -4, UBC13 inh 5, SENP8 block-2 14, SENP6 inh -17, Apaf-1 inh -5, A3G deaminase -9, SENP7 inh -2 and SENP1 FRET inh 0.
For OC(C#CCN1CCCC1)c1ccccc1 (configuration not stated) the results were SENP8 block-1 -7, UBC13 inh 6, SENP8 block-2 7, SENP6 inh -26, Apaf-1 inh -7, A3G deaminase -1, SENP7 inh 2 and SENP1 FRET inh 1.
For CC(C)CC(NC(=O)/C(=C/c1ccco1)NC(=O)c1ccc(Br)o1)C(=O)O (configuration not stated) the results were SENP8 block-1 -10, UBC13 inh -11, SENP8 block-2 8, SENP6 inh -42, Apaf-1 inh 1, A3G deaminase 2, SENP7 inh -10 and SENP1 FRET inh -12.
COC(c1ccccc1)c1nnc(CCC(=O)NCc2ccc3ncccc3c2)o1 (configuration not stated) was read as SENP8 block-1 3, UBC13 inh -12, SENP8 block-2 8, SENP6 inh 14, Apaf-1 inh 7, A3G deaminase -8, SENP7 inh -10 and SENP1 FRET inh 1.
For CCCCc1ccc(NC(=S)Nc2cccnc2)cc1 the results were SENP8 block-1 -9, UBC13 inh -8, SENP8 block-2 10, SENP6 inh -13, Apaf-1 inh 1, A3G deaminase -6, SENP7 inh -6 and SENP1 FRET inh 1.
`Cn1cc(/C=N/NC(=O)c2ccc(C#N)cc2F)c2ccccc21` gave SENP8 block-1 0, UBC13 inh -8, SENP8 block-2 1, SENP6 inh 12, Apaf-1 inh 15, A3G deaminase -1, SENP7 inh 7 and SENP1 FRET inh 2.
O=C(CSc1nc(=O)n(CCN2CCOCC2)c2c1CCCC2)Nc1ccc(F)cc1F was read as SENP8 block-1 8, UBC13 inh 3, SENP8 block-2 6, SENP6 inh -6, Apaf-1 inh -3, A3G deaminase -10, SENP7 inh 3 and SENP1 FRET inh 1.
`COc1ccc(NC(=O)c2ccco2)cc1S(=O)(=O)N1CCCCC1` gave SENP8 block-1 9, UBC13 inh -2, SENP8 block-2 13, SENP6 inh -20, Apaf-1 inh 2, A3G deaminase -8, SENP7 inh -5 and SENP1 FRET inh 2.
For CCN(CC)c1ccc(Nc2cc3n(c(=O)n2)CCc2cc(OC)c(OC)cc2-3)cc1 the results were SENP8 block-1 19, UBC13 inh -4, SENP8 block-2 -38, SENP6 inh 15, Apaf-1 inh 20, A3G deaminase 1, SENP7 inh 5 and SENP1 FRET inh 2.
For CC(C)CC(=O)Nc1c2c(nn1-c1ccc(F)cc1)CS(=O)C2 (configuration not stated) the results were SENP8 block-1 5, UBC13 inh -2, SENP8 block-2 5, SENP6 inh 2, Apaf-1 inh 0, A3G deaminase -4, SENP7 inh -3 and SENP1 FRET inh 1.
O=C(NCCN1CCOCC1)Nc1ccc(Cl)cc1Cl was read as SENP8 block-1 -5, UBC13 inh 2, SENP8 block-2 14, SENP6 inh 0, Apaf-1 inh -4, A3G deaminase 0, SENP7 inh 4 and SENP1 FRET inh 0.
CCOC(=O)c1cc2sccc2n1Cc1ccc(C#N)cc1 was read as SENP8 block-1 -1, UBC13 inh 11, SENP8 block-2 18, SENP6 inh -5, Apaf-1 inh 9, A3G deaminase 1, SENP7 inh 8 and SENP1 FRET inh 3.
Screening Cc1c(C)c(C)c(CO/N=C/c2cccs2)c(C)c1C returned SENP8 block-1 1, UBC13 inh 5, SENP8 block-2 13, SENP6 inh -7, Apaf-1 inh -8, A3G deaminase -4, SENP7 inh -7 and SENP1 FRET inh 5.
`CC1Cc2ccccc2N1C(=O)COC(=O)c1ccc(Cl)c(S(=O)(=O)N2CCOCC2)c1` (configuration not stated) gave SENP8 block-1 2, UBC13 inh 9, SENP8 block-2 8, SENP6 inh -9, Apaf-1 inh 7, A3G deaminase -4, SENP7 inh -8 and SENP1 FRET inh -1.
Screening CCN(CC)C(=O)[C@H]1CC(CC(=O)NCCc2ccccn2)C(=O)N2CCc3c([nH]c4ccc(OC)cc34)[C@]12C (some centres not stated) returned SENP8 block-2 6, Apaf-1 inh 5, A3G deaminase 8, SENP7 inh 16 and SENP1 FRET inh 2.
Screening O=S(=O)(Cc1ccc(Cl)cc1)Nc1ccc2c(c1)OCO2 returned SENP8 block-1 -2, UBC13 inh -1, SENP8 block-2 -2, SENP6 inh -7, Apaf-1 inh -7, A3G deaminase -4, SENP7 inh -4 and SENP1 FRET inh -6.
For O=C(Nc1ccc(C(=O)O)cc1)/C(=C\c1ccco1)NC(=O)c1ccco1 the results were SENP8 block-1 6, UBC13 inh -5, SENP8 block-2 12, SENP6 inh 18, Apaf-1 inh 0, A3G deaminase -7, SENP7 inh 3 and SENP1 FRET inh -8.
Cc1cccc(N2CCN(C(=O)c3cccc(NC4=NC5CS(=O)(=O)CC5S4)c3)CC2)c1C (configuration not stated) was read as SENP8 block-1 3, UBC13 inh 12, SENP8 block-2 19, SENP6 inh -6, Apaf-1 inh -2, A3G deaminase -8, SENP7 inh -1 and SENP1 FRET inh 1.
Screening O=C(O)c1c(Cl)c(Cl)c(Cl)c(Cl)c1C(=O)N1CCCCCC1 returned SENP8 block-1 -8, UBC13 inh -8, SENP8 block-2 17, SENP6 inh 10, Apaf-1 inh 6, A3G deaminase -3, SENP7 inh -9 and SENP1 FRET inh 2.
`COc1ccc(C2c3c4c(n(C)c3CCN2C)CCN(C)C4c2ccc(OC)cc2)cc1` (configuration not stated) gave SENP8 block-1 4, UBC13 inh 0, SENP8 block-2 3, SENP6 inh -5, Apaf-1 inh -4, A3G deaminase -2, SENP7 inh 1 and SENP1 FRET inh 6.
`Cc1ccc(S(=O)(=O)N2CCN(c3ncnc4sccc34)CC2)cc1` gave SENP8 block-1 5, UBC13 inh 3, SENP8 block-2 1, SENP6 inh -5, Apaf-1 inh 6, A3G deaminase -7, SENP7 inh -1 and SENP1 FRET inh 1.
Screening O=C(CSc1n[nH]c(-c2ccncc2)n1)Nc1ccc(F)cc1 returned SENP8 block-1 0, UBC13 inh 8, SENP8 block-2 -7, SENP6 inh -13, Apaf-1 inh -1, A3G deaminase -8, SENP7 inh 3 and SENP1 FRET inh 1.
`C[C@H](CO)N1C[C@H](C)[C@@H](CN(C)Cc2ccncc2)Oc2c(NS(=O)(=O)c3ccc(Cl)cc3)cccc2C1=O` gave SENP8 block-1 1, UBC13 inh 12, SENP8 block-2 18, SENP6 inh 0, Apaf-1 inh -6, A3G deaminase -6, SENP7 inh 9 and SENP1 FRET inh 1.
COc1ccc(S(=O)(=O)N2CCN(C)CC2)cc1NC(=O)c1ccccc1C was read as SENP8 block-1 5, UBC13 inh 4, SENP8 block-2 1, SENP6 inh -13, Apaf-1 inh 7, A3G deaminase -14, SENP7 inh 3 and SENP1 FRET inh 1.
`COc1cc(C2=NOC(C(=O)Nc3ccc4c(c3)OCO4)C2)cc(OC)c1OC` (configuration not stated) gave SENP8 block-1 -5, UBC13 inh 1, SENP8 block-2 22, SENP6 inh 16, Apaf-1 inh 8, A3G deaminase -9, SENP7 inh -2 and SENP1 FRET inh -8.
`COc1ccc(NC(=S)N(CCN2CCOCC2)C2CCN(C(C)=O)CC2)cc1Cl` gave SENP8 block-1 1, UBC13 inh 6, SENP8 block-2 9, SENP6 inh 0, Apaf-1 inh -3, A3G deaminase -3, SENP7 inh 3 and SENP1 FRET inh 2.
Cc1ccc(NC(=O)c2ccc3nc[nH]c3c2)nc1 was read as SENP8 block-1 -1, UBC13 inh 6, SENP8 block-2 0, SENP6 inh 17, Apaf-1 inh -5, A3G deaminase 5, SENP7 inh 25 and SENP1 FRET inh -3.
Screening Cc1nc2sc(C(=O)O)c(N)c2c2c1COC(C)(C)C2 returned SENP8 block-1 6, UBC13 inh -5, SENP8 block-2 -52, SENP6 inh 0, Apaf-1 inh 19, A3G deaminase 8, SENP7 inh 8 and SENP1 FRET inh -32.
`CC(C)(C)C1CCc2nc(NC(=O)Cc3cn4ccsc4n3)sc2C1` (configuration not stated) gave SENP8 block-1 -2, UBC13 inh -6, SENP8 block-2 24, SENP6 inh 15, Apaf-1 inh 32, A3G deaminase -1, SENP7 inh 3 and SENP1 FRET inh -5.
CCCCOCCCNCC(=O)Nc1ccc(S(N)(=O)=O)cc1 was read as SENP8 block-1 -7, UBC13 inh 3, SENP8 block-2 -2, SENP6 inh -8, Apaf-1 inh 2, A3G deaminase -5, SENP7 inh 2 and SENP1 FRET inh -1.
Cc1cccc2c1N(CCCOc1ccc(C(C)(C)C)cc1)C(=O)C2=O was read as SENP8 block-1 2, UBC13 inh -8, SENP8 block-2 8, SENP6 inh 24, Apaf-1 inh 36, A3G deaminase -5, SENP7 inh -1 and SENP1 FRET inh 2.
`O=C1N=C(N2CCCC2C(=O)O)S/C1=C\c1ccco1` (configuration not stated) gave SENP8 block-1 -8, UBC13 inh -14, SENP8 block-2 -8, SENP6 inh -2, Apaf-1 inh 0, A3G deaminase 11, SENP7 inh -1 and SENP1 FRET inh 2.

4 entries already listed, ordered by number of heavy atoms, ascending:
`O=C1N=C(N2CCCC2C(=O)O)S/C1=C\c1ccco1` (configuration not stated) gave SENP8 block-1 -8, UBC13 inh -14, SENP8 block-2 -8, SENP6 inh -2, Apaf-1 inh 0, A3G deaminase 11, SENP7 inh -1 and SENP1 FRET inh 2.
CCOC(=O)c1cc2sccc2n1Cc1ccc(C#N)cc1 was read as SENP8 block-1 -1, UBC13 inh 11, SENP8 block-2 18, SENP6 inh -5, Apaf-1 inh 9, A3G deaminase 1, SENP7 inh 8 and SENP1 FRET inh 3.
COc1ccc(S(=O)(=O)N2CCN(C)CC2)cc1NC(=O)c1ccccc1C was read as SENP8 block-1 5, UBC13 inh 4, SENP8 block-2 1, SENP6 inh -13, Apaf-1 inh 7, A3G deaminase -14, SENP7 inh 3 and SENP1 FRET inh 1.
Cc1cccc(N2CCN(C(=O)c3cccc(NC4=NC5CS(=O)(=O)CC5S4)c3)CC2)c1C (configuration not stated) was read as SENP8 block-1 3, UBC13 inh 12, SENP8 block-2 19, SENP6 inh -6, Apaf-1 inh -2, A3G deaminase -8, SENP7 inh -1 and SENP1 FRET inh 1.
